Mdm2 MdmX PPI: inhibitors of human Mdm2-MdmX association, primary screen, cell-based, luminescence, split luciferase, SaOS-2, uHTS | inhibition, % at 8 µM | 3% of 330,000 active | SaOS-2 split-luciferase Mdm2/MdmX complementation | AID 485346, 2010;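 active = inhibition of at least 50% at 8 µM in the primary screen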
Target sequence (O15151 whole entry, looked up): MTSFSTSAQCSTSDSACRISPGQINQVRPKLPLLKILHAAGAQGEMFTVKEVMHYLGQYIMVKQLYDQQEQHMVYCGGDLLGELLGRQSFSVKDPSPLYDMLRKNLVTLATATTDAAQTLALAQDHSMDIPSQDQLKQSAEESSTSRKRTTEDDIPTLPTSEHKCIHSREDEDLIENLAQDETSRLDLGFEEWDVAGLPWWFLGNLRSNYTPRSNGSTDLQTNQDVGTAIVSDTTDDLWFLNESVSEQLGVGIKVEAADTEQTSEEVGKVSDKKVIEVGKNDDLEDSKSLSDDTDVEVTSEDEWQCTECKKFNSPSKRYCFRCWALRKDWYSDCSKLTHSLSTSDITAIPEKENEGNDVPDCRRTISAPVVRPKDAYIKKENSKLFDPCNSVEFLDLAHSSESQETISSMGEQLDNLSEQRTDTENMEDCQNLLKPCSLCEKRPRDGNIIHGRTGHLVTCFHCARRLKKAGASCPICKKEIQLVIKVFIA
Target sequence (Q00987 whole entry, looked up): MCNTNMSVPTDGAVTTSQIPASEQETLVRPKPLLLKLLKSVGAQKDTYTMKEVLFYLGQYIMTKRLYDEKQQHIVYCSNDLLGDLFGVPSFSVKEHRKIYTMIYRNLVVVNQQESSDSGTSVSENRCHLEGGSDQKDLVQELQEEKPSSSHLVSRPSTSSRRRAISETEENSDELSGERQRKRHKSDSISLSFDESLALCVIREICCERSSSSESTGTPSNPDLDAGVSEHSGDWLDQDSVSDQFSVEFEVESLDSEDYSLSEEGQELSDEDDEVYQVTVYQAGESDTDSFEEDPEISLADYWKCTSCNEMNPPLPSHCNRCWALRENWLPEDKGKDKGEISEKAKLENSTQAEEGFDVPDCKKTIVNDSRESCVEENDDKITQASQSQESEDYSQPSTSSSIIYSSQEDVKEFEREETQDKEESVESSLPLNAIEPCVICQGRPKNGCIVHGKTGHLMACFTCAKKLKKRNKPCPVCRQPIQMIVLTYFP
TIM10 inh: growth inhibitors of isogenic TIM10 control yeast, primary screen, counter-screen for tim10-1 yeast inhibitor project, luminescence, uHTS; S. cerevisiae TIM10 strain growth, BacTiter-Glo luminescence, 24 h; inhibition, % at 10 µM; 1.4% of 330,000 active;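 active = inhibition of 40% or more at the single tested concentration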;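 also: wild-type TIM10 isogenic control strain grown at permissive 25 °C; 0% = DMSO yeast wells and 100% = minimal medium wells without yeast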
697 NFkB inh: inhibitors of PMA/ionomycin-induced NF-kB reporter, 697 cells, primary screen, B-cell NF-kB inhibitor project, cell-based, luminescence, uHTS. 697 B-cell NF-kB luciferase reporter, 16 h. inhibition, % at 4 µM. 0.33% of 330,000 active. AID 435022, 2010; in the data active = inhibition above about 35%
XBP1 UPR activ: activators of adaptive XBP1 UPR arm, primary screen, cell-based, CHO-XBP1 luciferase reporter, luminescence, uHTS | 0.33% of 330,000 active | IRE1-XBP1 UPR activation; percent of tunicamycin response, DMSO as zero | activation, % at 20 µM;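 active = versus positive control, 20 µM dose yields 30% or more activation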;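 also: 100% = tunicamycin at 10 µg/mL and 0% = DMSO only wells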
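Material – CHO cell line with stable XBP1 luciferase reporter · Buffer or medium – F12 plus 10% FBS · Compound – single point, 20 µM final compound, 1% DMSO · Schedule – 16-18 h cell attachment at 37 °C, then 6 h compound exposure · Signal – Steady-Glo luminescence read · Benchmarks – high control tunicamycin 10 µg/mL final, low control DMSO vehicle only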
Jurkat NFkB inh: inhibitors of induced NF-kB luciferase reporter, primary screen, TCR NF-kB activation inhibitor project, cell-based, luminescence, uHTS; Jurkat, PMA/ionomycin-induced NF-kB luciferase reporter; inhibition, % at 4 µM; 0.53% of 330,000 active; in the data active = inhibition above about 50%
tim10-1 inh: growth inhibitors of tim10-1 mutant yeast, primary screen, luminescence, uHTS; S. cerevisiae tim10-1 ts strain growth, BacTiter-Glo, 24 h; inhibition, % at 20 µM; 2.2% of 330,000 active;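 active = inhibition of at least 40%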;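 also: mutant grown at 25 °C; 0% = DMSO wells with yeast and 100% = wells holding no yeast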
CHOP UPR activ: activators of apoptotic CHOP UPR arm, primary screen, cell-based, CHO-CHOP luciferase reporter, luminescence, uHTS. UPR activation; percent of tunicamycin response over DMSO baseline. activation, % at 10 µM. 0.34% of 330,000 active. AID 449763, 2010;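 active = at 10 µM dose, activation of 40% or more, normalized to positive control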;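 also: 100% = tunicamycin at 10 µg/mL and 0% = DMSO alone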
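Material: CHO-CHOP cells, stable luciferase reporter of PERK-eIF2a-CHOP signalling; quantity: 500 reporter cells seeded per well; buffer or medium: F12 medium containing 10% fetal bovine serum; compound: one dose, 10 µM in 0.5% DMSO; incubation: 6 h compound treatment, 37 °C; measured by: Steady-Glo luciferase luminescence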
tim23-1 inh: growth inhibitors of tim23-1 mutant yeast, primary screen, luminescence, uHTS; S. cerevisiae tim23-1 growth, BacTiter-Glo luminescence, 24 h; inhibition, % at 20 µM; 1.3% of 330,000 active;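 active = growth inhibition of the mutant yeast at or above 50%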;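 also: temperature-sensitive mutant grown at 25 °C; plate controls were DMSO-treated mutant yeast for no effect and medium wells lacking yeast for full effect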
* = called active by the depositor; & = joins results of further samples. This is a random part of the collection. About 6.6% of those tested had a hit in this group.

compound,tim10-1 inh,tim23-1 inh,Mdm2 MdmX PPI,Jurkat NFkB inh,697 NFkB inh,XBP1 UPR activ,CHOP UPR activ,TIM10 inh
CCCC1C(c2ccc(OC)cc2)C(C#N)(C#N)C2(C#N)CC1(N)NC2=O (stereo not drawn),10,-1,19,-13,3,-2,-1.9,9
O=C(c1ccc(-n2cncn2)c([N+](=O)[O-])c1)N1CCN(S(=O)(=O)c2cccc(F)c2)CC1,12,6,-2,-8,2,-3,0.0,1
CCOC(=O)CSc1nc2c(sc(=S)n2-c2ccccc2)c(=O)n1-c1ccc(OC)cc1OC,35,29,14,-47,17,-2,-0.7,11
Cn1c(SCC(=O)N2CCCc3ccccc32)nnc1-c1ccccc1,12,29,-18,3,11,0,-1.8,17
Cc1ccc(Nc2c3c(nc4ncnn24)CCC3)cc1,28,20,22,23,12,-1,-0.2,19
COCC1CCN(Cc2cn(C)nc2-c2cccc(Cl)c2)C1 (stereo not drawn),-4,3,5,5,6,-3,-0.3,8
COc1cc2ccccc2cc1C(=O)Nc1ccccc1N1CCCC1,13,12,24,4,-4,-3,1.8,11
COc1cccc(NC(=O)[C@@H]2CCCN2S(=O)(=O)c2cccc3cccnc23)c1,29,30,5,-19,-26,2,-0.3,3
Cc1cccc(/C=C2\Sc3ccc(C(=O)N4CCC(C)CC4)cc3N(C)C2=O)c1,30,22,21,19,-6,-3,0.0,9
COc1ccc(CNC(=O)OCc2nccnc2C(=O)Nc2ccc(Br)cn2)cc1,16,22,34,-28,-67,-4,15,20
COc1cccc(-c2nc(CS(=O)CC(=O)NCc3ccc4c(c3)OCO4)c(C)o2)c1 (stereo not drawn),10,6,30,-9,23,-2,0.8,3
CCOC(=O)N1CCN(C(=O)c2c(O)c3cccc4c3n(c2=O)CC4)CC1,11,13,17,3,-2,4,-0.5,-3
CC(=O)C1=NN(c2ccccc2)C2(S1)S/C(=C\c1ccccc1)C(=O)N2c1ccccc1 (stereo not drawn),5,11,40,1,-11,0,0.7,-8
O=S(CCc1ccncc1)Cc1ccccc1 (stereo not drawn),-2,-2,-16,9,20,-2,-1.2,-9
CNC(=O)c1ccc(Nc2nnc(C)c3ccccc23)cc1,-4,9,10,14,17,-5,-1.0,5

Other compounds.
compound,tim10-1 inh,tim23-1 inh,Mdm2 MdmX PPI,Jurkat NFkB inh,697 NFkB inh,XBP1 UPR activ,CHOP UPR activ,TIM10 inh
O=c1onc(-c2c(F)cccc2F)n1-c1ccccc1Cl,8,11,8,5,-4,-1,1.0,23
COc1ccc(-n2nc(C(=O)NCC(=O)Nc3cccc(Cl)c3)c3ccccc3c2=O)cc1OC,-31,-25,80*,14,16,-9,4.9,-17
C[C@@H](OC(=O)c1[nH]cnc1C(=O)N1CCc2ccccc2C1)c1ccccc1,11,13,37,-8,11,1,-0.1,0
CCn1c2ccccc2c2cc(NC(=O)COC(=O)c3cccc(S(=O)(=O)NC)c3)ccc21,10,11,17,-37,-25,0,-0.2,-3
Cc1ccc(CSc2nnc(-c3ccco3)n2N)cc1,14,16,30,-4,-17,-1,0.7,-3
CC(C)(C)c1ccc(C(=O)N2CCCN(C(=O)c3ccc(C(C)(C)C)cc3)CC2)cc1,26,31,18,12,-16,-1,2.0,24
CC(C)Cc1ccc(S(=O)(=O)Nc2cccnc2)cc1,18,-2,9,8,-15,-5,0.6,2
COc1cc(Cl)c(C)cc1NC(=O)COC(=O)c1cc[n+]([O-])cc1,-15,18,-28,-6,12,0,-1.1,15
COc1ccc(C(=O)Nc2nnc(C3=COCCO3)o2)cc1OC,8,1,22,-5,11,-3,-1.4,-5
CCCN(CC(=O)Nc1ccccc1OC)C(=O)c1ccc(S(=O)(=O)NCc2ccco2)cc1,1,2,3,0,10,-1,-2.4,5
CCOc1ccccc1C1CC(c2cccc(NS(C)(=O)=O)c2)=NN1C(=O)c1ccccc1 (stereo not drawn),14,19,8,-5,5,-3,1.2,16
COc1cc(OC)cc(C(=O)NC2CCCCCCC2)c1,40,29,-29,-22,-8,-1,0.9,12
Cc1ccnc(NC(=O)CCCOc2cc(=O)n(C)c3ccccc23)c1,17,20,75*,66*,61*,-1,-3.4,17
Cc1cc(C)cc(OCC(=O)Nc2ccc(N3CCN(C(=O)c4ccco4)CC3)cc2)c1,-9,4,8,8,-13,-6,4.4,12
COc1cc2cc(C#N)c(SCC(=O)Nc3cc(C)on3)nc2cc1OC,-15,-30,11,-8,12,1,-1.3,-15

4 structures out of the list, arranged by molecular weight, ascending:
compound,tim10-1 inh,tim23-1 inh,Mdm2 MdmX PPI,Jurkat NFkB inh,697 NFkB inh,XBP1 UPR activ,CHOP UPR activ,TIM10 inh
Cc1ccc(CSc2nnc(-c3ccco3)n2N)cc1,14,16,30,-4,-17,-1,0.7,-3
O=c1onc(-c2c(F)cccc2F)n1-c1ccccc1Cl,8,11,8,5,-4,-1,1.0,23
COc1ccc(C(=O)Nc2nnc(C3=COCCO3)o2)cc1OC,8,1,22,-5,11,-3,-1.4,-5
COc1cc2cc(C#N)c(SCC(=O)Nc3cc(C)on3)nc2cc1OC,-15,-30,11,-8,12,1,-1.3,-15

Next entries:
compound,tim10-1 inh,tim23-1 inh,Mdm2 MdmX PPI,Jurkat NFkB inh,697 NFkB inh,XBP1 UPR activ,CHOP UPR activ,TIM10 inh
COc1ccc(NC(=O)N[C@@H](CCSC)C(=O)O)cc1OC,5,0,10,5,11,-1,0.6,0
CN(C(=O)CSc1ncnc2sc3c(c12)CCCC3)C1CCS(=O)(=O)C1 (stereo not drawn),17,15,-6,9,-6,-1,2.8,6
N#CC1=C(S)N(c2ccccc2)C(c2ccc(-c3cccc(Cl)c3)o2)NC1=O (stereo not drawn),20,16,8,-2,8,1,2.4,20
CC(=O)c1ccc(S(=O)(=O)N2CCc3ccccc3C2)cc1,24,40,21,-2,-10,-2,0.3,2
O=C(COc1ccc(-n2cnnn2)cc1)Nc1ccc(Br)cc1F,-10,0,-6,8,6,-1,0.4,1
COC(=O)c1nnn(-c2nonc2N)c1CSc1nc2ccccc2s1,23,28,29,23,-5,-1,2.0,8
O=C(OCCN1CCN(C2=NS(=O)(=O)c3ccccc32)CC1)c1ccccc1F,-7,10,-22,0,18,-7,-0.5,5
COCCSc1nnc(-c2cnccn2)o1,16,-14,6,11,3,2,3.2,-8
CC(=O)Nc1ncc(Cc2cccc(Cl)c2)s1,11,42,2,0,5,4,-4.2,13
COc1ccc(-c2cn(-c3ccccc3)c3[n+]2CCS3)cc1,-6&-7,13&-14,32&18,26&21,-5&3,0&-2,3.4&-2.9,-4&-15
Cc1ccc(NC(=S)N2CCCCC2)cc1C,-4,2,22,-37,-31,4,3.6,-8
C=CCOC(=O)C(C#N)c1nc2ccccc2nc1N1CCC(C(=O)OCC)CC1 (stereo not drawn),20,6,10,6,1,0,0.6,23
Cc1ccc(NC(=O)CN2C(=O)NC3(CCCC3)C2=O)cc1S(=O)(=O)N1CCCCC1,-14,-7,10,-1,8,-3,2.3,-7
COc1ccc(NC(=O)c2cn(C)c(=O)c3cc(OC)c(OC)cc23)c(OC)c1,17,10,-2,-6,8,7,-1.0,4
COc1ccccc1CCc1nnc(CCC(=O)NCC(C)Oc2cccnc2)o1 (stereo not drawn),11,17,-17,-4,-1,1,-0.1,-5

New compounds follow
compound,tim10-1 inh,tim23-1 inh,Mdm2 MdmX PPI,Jurkat NFkB inh,697 NFkB inh,XBP1 UPR activ,CHOP UPR activ,TIM10 inh
Cc1ccc(NS(=O)(=O)c2ccc(CCC(=O)NCc3ccccn3)cc2)cc1,-12,-5,21,12,-10,-3,-2.5,-17
c1ccc(CSc2nc3ncccn3n2)cc1,-16,-2,-37,-46,-46,-1,0.5,1
O=C(COC(=O)CCc1nc2ccccc2s1)NC(=O)NCc1ccco1,18,14,10,-6,-9,-2,1.8,5
CN(C)c1ccc(NC(=O)CCN2CCN(c3ccccn3)CC2)cc1,7,3,17,-3,-3,-5,0.7,-3
CCC(=O)N(CCc1ccccc1)Cc1cc2ccc(OC)cc2[nH]c1=O,26,22,12,-18,5,-4,4.6,-1
O=C(NC1CCCC1)C(c1ccccc1)N(C(=O)c1ccno1)c1cccnc1 (stereo not drawn),12,8,30,17,23,-2,0.3,-6
Cc1nnc(SCc2nc3ccccc3s2)n1-c1ccccc1,17,12,-10,-68,-121,3,4.3,10
O=C(Nc1ccc(O)cc1)c1c(O)c2c([nH]c1=O)CCCC2,-9,-16,-113,-95,-469,0,6.5,-4
O=C(N/N=C/c1ccc([N+](=O)[O-])s1)c1ccncc1,34,63*,30,26,1,3,-0.2,39
COC(=O)c1ccccc1S(=O)(=O)N1CCC(C(=O)NC2CCCCC2)CC1,7,-1,-6,2,4,-2,0.3,-3
CC1=C(C)C(O)N(Cc2ccccc2)C1=O (stereo not drawn),7,-9,12,9,-7,-3,1.4,-2
O=C(CSC1=NCCS1)NC1CCCC1,5,10,2,3,18,-1,-0.8,5
Cc1nc2nc(SCc3nc4ccccc4[nH]3)[nH]c2cc1Br,-6,-13,-13,6,10,1,1.5,-2
Cc1ccc(C(C(=O)NC(C)(C)C)N(Cc2cccnc2)C(=O)C(=O)NC2CCCCC2)o1 (stereo not drawn),3,5,1,12,6,0,1.8,-5
CN(C)c1ccc(C(=O)NCC(c2cccs2)N2CCOCC2)cc1[N+](=O)[O-] (stereo not drawn),-8,-3,6,15,17,-2,1.3,-6
CN(C)CC(O)COC(c1ccccc1)c1ccccc1 (stereo not drawn),-8,-6,11,13,8,-4,0.8,0

Assay outcomes (PubChem)
